S100A4 inh HTS: S100A4-myosin IIA interaction inhibition | inhibition, % at 10.7 µM | AID 652163 | S100A4/TAMRA-MyoIIA peptide fluorescence polarization | 360,000 tested, 0.14% active;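 active = mean inhibition of at least 70% across replicates, with every replicate also reaching that level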
Target sequence (P26447 whole entry, looked up): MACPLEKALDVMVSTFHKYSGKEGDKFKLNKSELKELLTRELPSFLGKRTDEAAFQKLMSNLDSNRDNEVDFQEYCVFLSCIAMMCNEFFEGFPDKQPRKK
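incubation = readout 5 min after mixing, signal stable up to 60 min | system = S100A4 monomer protein | buffer or medium = HEPES pH 7.2 with CaCl2, KCl, NaCl, DTT, Triton | benchmarks = neutral control DMSO, positive control TFP | also added = fluorescent myosin IIA peptide, 5 nM | compound dosing = one concentration per compound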
Cneo AK release: causes C. neoformans cell lysis. adenylate kinase release luminescence, 4 h; normalised: neutral wells 0, clomiphene wells 100. lysis activity, % at 15 µM. 360,000 tested, 0.2% active. AID 651654;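 active = mean lysis activity across replicates of at least 80%, whatever share of replicates individually reach that level; inactive = mean lysis activity below 80%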
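Test system: log-phase Cryptococcus neoformans yeast cells; Quantity: yeast cell density of 5 × 10^6 cells/mL; Buffer or medium: YPD; Doses: single compound concentration per well; Timing: 4 h at 37 °C static, read 1 h later; Measured by: AK luminescence; Read-out basis: lysis from increased AK signal; Control set: Clomiphene as positive control.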
PGC1a acetyl inh: modulators of PGC1a acetylation; U2OS PGC1a acetylation, AlphaScreen anti-acetyl-lysine; with virally co-expressed GCN5 acetyltransferase; inhibition, % at 15.6 µM; 350,000 tested, 0.17% active; AID 651687;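 active = every replicate shows inhibition of at least 40%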;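 note: 0% = neutral control wells and 100% = positive control wells; some results beyond the cut were filed as inactive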
SIRT5 inh: blocks human SIRT5 desuccinylation of peptide; Purified SirT5, succinyl-peptide AMC, trypsin-coupled fluorescence; inhibition, % at 15 µM; 330,000 tested, 1.1% active; AID 652115; in the data active = inhibition above about 15%
Statin myotox sup: suppression of simvastatin myotoxicity | rescue of ATP level, % at 7.49 µM | C2C12 myotubes + simvastatin, ATP luminescence, 48 h; scaled: DMSO 0, geranylgeraniol control 100 | 330,000 tested, 0.78% active;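 active = mean ATP rescue above about 67%, or every replicate alone reaching that limit, limit read from the data, passing the limit was not always enough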;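 note: myotubes were challenged with 10 µM simvastatin during compound exposure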
ERAP1 HTS inh: inhibitors of human ERAP1 aminopeptidase; Q9NZ08; recombinant ERAP1, Leu-AMC fluorescence, 60 min; 340,000 tested, 0.15% active; inhibition, % at 10.7 µM; AID 652197;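 active = mean replicate inhibition of at least 30%, or all replicates individually reaching that 30% level; inactive = mean below 30% and not every replicate reaching it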;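 note: 0% = neutral control wells and 100% = L-leucinethiol positive control wells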
Target sequence (Q9NZ08 whole entry, looked up): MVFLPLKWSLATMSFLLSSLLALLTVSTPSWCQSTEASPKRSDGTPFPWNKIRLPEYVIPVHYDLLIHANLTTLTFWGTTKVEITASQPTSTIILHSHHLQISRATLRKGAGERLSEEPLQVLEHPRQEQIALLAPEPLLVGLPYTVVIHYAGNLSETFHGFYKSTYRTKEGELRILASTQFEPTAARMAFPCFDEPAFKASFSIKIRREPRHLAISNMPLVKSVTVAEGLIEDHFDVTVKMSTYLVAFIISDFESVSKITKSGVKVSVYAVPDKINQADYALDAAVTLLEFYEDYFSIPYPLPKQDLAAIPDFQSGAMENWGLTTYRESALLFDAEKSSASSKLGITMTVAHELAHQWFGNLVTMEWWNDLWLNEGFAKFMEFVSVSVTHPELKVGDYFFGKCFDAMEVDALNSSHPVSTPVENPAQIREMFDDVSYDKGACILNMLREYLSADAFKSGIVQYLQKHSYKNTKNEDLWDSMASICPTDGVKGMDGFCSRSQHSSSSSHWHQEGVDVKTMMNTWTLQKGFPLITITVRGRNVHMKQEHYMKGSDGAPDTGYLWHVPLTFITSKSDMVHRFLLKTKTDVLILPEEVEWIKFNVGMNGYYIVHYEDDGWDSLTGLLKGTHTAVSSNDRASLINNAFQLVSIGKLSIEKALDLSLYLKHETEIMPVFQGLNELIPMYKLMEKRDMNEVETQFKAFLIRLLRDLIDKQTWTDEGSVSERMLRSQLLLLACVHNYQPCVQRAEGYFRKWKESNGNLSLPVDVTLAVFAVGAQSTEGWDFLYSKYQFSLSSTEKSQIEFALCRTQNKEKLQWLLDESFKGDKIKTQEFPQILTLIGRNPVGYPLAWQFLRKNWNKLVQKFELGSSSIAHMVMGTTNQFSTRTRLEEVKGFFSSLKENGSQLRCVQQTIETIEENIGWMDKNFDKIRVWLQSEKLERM
Xi reactivation: X-chromosome reactivation activator; XiGFP mouse fibroblasts, % GFP-positive cells imaging, 3 d; cells co-treated with 5-aza-dC sensitizer; scaled so ellipticine positive control = 100%; activation, % at 7.58 µM; 360,000 tested, 0.055% active;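 active = mean normalized replicate activation at least 10% and every replicate at or above 10%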;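 note: 0% = median of on-plate neutral control wells and 100% = ellipticine 6 µM median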
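material = 68-5-11 XiGFP fibroblast line | medium = DMEM plus 5-aza-dC sensitizer | schedule = 3 days compound exposure | benchmarks = positive control ellipticine, 6 µM final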
LGR2 antag: inhibitors of bursicon-induced Drosophila LGR2 receptor cAMP signaling | HEK293 LGR2, CRE-luciferase, bursicon-stimulated, 4 h | inhibition, % at 9.99 µM | 380,000 tested, 0.35% active | AID 720647;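 active = drop in luminescence signal, shown as inhibition above about 50% in the replicate tests, limit read from the data, passing the limit was not always enough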;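 note: agonist challenge used bursicon conditioned medium at about half maximal strength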
An asterisk follows results filed as active; . = no result given.

Every second line gives: S100A4 inh HTS	Cneo AK release	PGC1a acetyl inh	SIRT5 inh	Statin myotox sup	ERAP1 HTS inh	Xi reactivation	LGR2 antag
C[C@@H](NC(=O)C[C@H]1CC[C@H](NS(=O)(=O)c2cccc(F)c2)[C@@H](CO)O1)c1ccccc1
 : -13	0	1	2	15	2	0.5	-6
Cn1c(C(=O)NCCCN2CCN(c3cccc(Cl)c3)CC2)cc2c(=O)n(C)c3ccccc3c21
 : -4	-2	2	.	-9	-1	0.3	-2
Cc1cc(NCc2ccccn2)n2nc(C)c(-c3ccccc3)c2n1
 : 18	.	.	0	.	2	0.2	3
CCOc1ccc(C(=O)NCCC(=O)N2CCC3(CC2)NCCc2[nH]cnc23)cc1
 : 0	2	-8	-2	30	2	0.0	-2
C[C@H](CO)N1C[C@H](C)[C@H](CN(C)S(=O)(=O)c2ccc(Cl)cc2)Oc2ccc(NS(=O)(=O)c3ccc(F)cc3)cc2C1=O
 : 17	-2	-4	3	.	.	-1.1	-7
COc1ccc(CCNC(=O)COC(=O)Cn2cnc3ccccc32)cc1OC
 : 3	.	.	6	.	-1	0.0	-4
Cc1cc(NC(=O)COc2ccc(C(C)(C)C)cc2)no1
 : -1	3	5	-2	5	-2	0.1	9
CN(C)CCCN(C(=O)c1ccc([N+](=O)[O-])o1)c1nc2cc3c(cc2s1)OCO3
 : 1	7	.	-3	13	5	0.0	-10
Cc1cccc(C)c1NC(=O)C(c1ccccc1)n1c(=O)c(-c2ccccc2)nc2ccccc21 (centres undefined)
 : -5	.	.	-3	.	7	0.2	-6
Cc1cc(OC(=O)c2ccccc2[N+](=O)[O-])c([N+](=O)[O-])c(=O)[nH]1
 : -2	0	0	-1	-1	-4	0.4	-5
NC(=O)c1ccc(NC(=O)COC(=O)C2COc3ccccc3O2)cc1 (centres undefined)
 : -5	2	-15	.	1	5	0.1	5
CN1[C@H](CO)[C@H]2c3ccccc3N(C(=O)Nc3cc(F)ccc3F)C[C@H]21
 : -17	-4	3	2	8	1	0.1	6
Cc1ccsc1C(=O)N1CCC1(C)C(=O)NS(=O)(=O)c1ccccc1 (centres undefined)
 : 1	-1	-2	2	1	0	0.1	0
Cc1c(Cl)c([N+](=O)[O-])nn1CC(=O)NCc1ccc(Cl)cc1
 : -3	-2	4	-6	-4	3	0.1	-1
O=C1CCC2c3[nH]c4ccccc4c3CCN12 (centres undefined)
 : -25	1	-11	-7	-9	-1	0.1	-7
COc1cc(O)c(C(=O)CC(=O)c2ccncc2)c(OC)c1
 : 0	2	7	1	2	-3	0.1	-13
Cc1sc2ncnc(N3CCC(C(=O)Nc4ccc(Cl)cc4Cl)CC3)c2c1C
 : -4	.	.	-1	.	0	0.0	20
Cc1ccc(S(=O)(=O)N[C@@H]2CC[C@H](CC(=O)NCCc3ccncc3)O[C@@H]2CO)cc1
 : -11	-1	-4	2	2	-1	0.3	16
CCN1CCN(C(=O)N(Cc2ccc(Cl)cc2)S(=O)(=O)c2ccc(C)cc2)CC1
 : -6	-1	.	-7	-1	0	0.0	0
O=C(N[C@H](CO)[C@H](O)c1ccc([N+](=O)[O-])cc1)C(Cl)Cl
 : -2	0	3	2	11	2	.	7

Quoted at random: 4 compounds from above, in no set order.
Every second line gives: S100A4 inh HTS	Cneo AK release	PGC1a acetyl inh	SIRT5 inh	Statin myotox sup	ERAP1 HTS inh	Xi reactivation	LGR2 antag
Cc1cc(OC(=O)c2ccccc2[N+](=O)[O-])c([N+](=O)[O-])c(=O)[nH]1
 : -2	0	0	-1	-1	-4	0.4	-5
Cc1cc(NC(=O)COc2ccc(C(C)(C)C)cc2)no1
 : -1	3	5	-2	5	-2	0.1	9
C[C@@H](NC(=O)C[C@H]1CC[C@H](NS(=O)(=O)c2cccc(F)c2)[C@@H](CO)O1)c1ccccc1
 : -13	0	1	2	15	2	0.5	-6
O=C1CCC2c3[nH]c4ccccc4c3CCN12 (centres undefined)
 : -25	1	-11	-7	-9	-1	0.1	-7

More records.
Every second line gives: S100A4 inh HTS	Cneo AK release	PGC1a acetyl inh	SIRT5 inh	Statin myotox sup	ERAP1 HTS inh	Xi reactivation	LGR2 antag
O=C(Nc1ncccc1O)c1ccc(NS(=O)(=O)c2ccc3[nH]c(=O)[nH]c3c2)cc1
 : 0	7	.	-3	9	3	-0.2	-5
CC1=C(C(=O)N2CCCC(CCC(=O)NCc3ccccc3F)C2)OCCO1 (centres undefined)
 : -1	-1	6	-6	1	5	0.1	-11
Cc1ccc(NC(=O)c2ccc(-n3cncn3)c([N+](=O)[O-])c2)cc1F
 : 16	-1	.	-2	-51	-5	0.1	5
COc1cc(CN2C[C@@H](CO)O[C@@H](n3cnc4c(NCCN(C)C)ncnc43)C2)cc(OC)c1OC
 : -6	1	-11	.	0	-1	-0.1	8
N#C[C@@H]1[C@@H](c2ccc(C#CC3CCCCC3)cc2)[C@H](CO)N1C(=O)Cc1ccccn1
 : -10	2	-6	1	49	-1	0.3	5
CCCn1c(SCC(=O)Nc2ccc3c(c2)CCC3)n[nH]c1=O
 : -4	0	-4	4	-2	-3	0.0	-5
CC1Cc2ccccc2N1C(=O)CCn1c(=O)oc2ccccc21 (centres undefined)
 : -15	-1	-10	-25	-7	3	0.0	-1
COc1ccccc1N(C)S(=O)(=O)c1ccc(C(=O)NNC(=O)c2ccccc2O)cc1
 : 5	.	.	2	.	0	1.3	30
COc1ccc(NC(=O)CC(C)C)c([N+](=O)[O-])c1
 : -11	1	.	-3	-5	2	0.0	-13
O=C(C[C@@H]1CC[C@@H](NS(=O)(=O)c2ccc(F)cc2)[C@H](CO)O1)NC1CCC1
 : 16	1	12	-6	5	-2	-0.5	-1
C[C@H]1CCCCO[C@H](CN(C)C)[C@@H](C)CN([C@@H](C)CO)C(=O)c2cc(NC(=O)Cc3ccccc3)ccc2O1
 : -13	2	-9	3	-20	1	0.1	-13
Cc1ccc(S(=O)(=O)N(C)C[C@H]2Oc3c(NC(=O)Nc4ccc(F)cc4)cccc3C(=O)N([C@H](C)CO)C[C@H]2C)cc1
 : 6	-5	-2	7	48	0	0.0	1
CNC(=O)C[C@@H]1CC[C@H]2[C@@H](COC[C@H](O)CN2Cc2ccncc2)O1
 : 5	1	7	-3	-4	0	0.6	-15
O=C(Nc1ccc(O)cc1)c1ccc(NC(=O)c2cccs2)cc1
 : -8	0	-23	-5	19	-3	0.1	-32
CSc1cccc(NS(=O)(=O)c2cn(C)cn2)c1
 : 6	-1	17	-8	-4	-2	-0.1	3
O=C(Nc1ccc(S(=O)(=O)N2CCCC2)cc1)C1CC(=O)N(CCc2ccc(F)cc2)C1 (centres undefined)
 : -5	0	.	-1	9	-3	-0.1	2
CN1CCN(Cc2nc(-c3cccs3)no2)CC1c1ccccc1 (centres undefined)
 : 9	.	.	-2	.	2	0.1	-9
CCOc1cc(/C=C(/NC(C)=O)C(=O)O)cc(Cl)c1OCc1ccc(Br)cc1
 : -4	-1	-9	-2	.	0	0.0	15
CC(O)(c1ccc(F)c(F)c1)c1nc(-c2ccc(S(C)(=O)=O)cc2)cs1 (centres undefined)
 : -2	-1	3	-7	45	0	0.2	0
Cc1nn(CC(=O)NC(=O)NC2CCCCC2C)c(=O)c(C#N)c1C (centres undefined)
 : -2	.	.	0	.	-1	0.0	7

Next section:
Every second line gives: S100A4 inh HTS	Cneo AK release	PGC1a acetyl inh	SIRT5 inh	Statin myotox sup	ERAP1 HTS inh	Xi reactivation	LGR2 antag
Cc1ccc(C(=O)Nc2ccc(CN3CCCCC3)cc2)c(C)c1
 : 0	.	9	-2	.	-1	0.3	-12
CCCN1CCC(=O)N([C@H](COc2ccccc2)c2ccccc2)CC1
 : 4	-3	31	.	9	7	0.1	14
CC(NC(=O)COC(=O)c1ccccc1F)C1CC2CCC1C2 (centres undefined)
 : -2	1	16	5	2	5	0.4	15
CCCCn1c(N)c(N(CC(C)C)C(=O)CN(C)S(=O)(=O)c2ccc(C)cc2)c(=O)[nH]c1=O
 : -7	.	.	2	.	2	0.0	-1
Cc1cccc(C2CC(c3ccc(Br)cc3)Nc3nc(N)nn32)c1 (centres undefined)
 : 4	0	4	.	8	-2	0.2	17
CCOc1nc(CC(C)C)c2c(c1C#N)CC(C)(C)OC2
 : 25	-2	-7	-4	8	-3	-0.3	-5
CCN(CC(=O)NCc1ccncc1)S(=O)(=O)c1ccc(OC)cc1
 : 1	2	.	-2	2	1	0.0	1
C/C=C/c1ccc2c(c1)O[C@H](CN(C)C)[C@@H](C)CN([C@@H](C)CO)S2(=O)=O
 : -2	1	-9	-1	-1	-2	-0.8	0
Cc1cccc(NC(=O)c2nc[nH]c2C(=O)N2CCN(c3ccccc3)CC2)c1
 : -2	10	-7	0	21	-3	0.0	13
COc1ccccc1CNC(=O)COC(=O)/C=C/c1ccc2ccccc2n1
 : -4	3	3	0	6	0	-0.4	1
CC1=C(C(=O)OC2CCCCC2)C(c2ccco2)n2ncnc2N1 (centres undefined)
 : -2	6	-6	.	14	.	0.3	31
COC(=O)c1ccc2c(=O)n(Cc3ccc4c(c3)OCO4)c(SCC(=O)N3CCCC3)nc2c1
 : -2	.	.	-3	.	1	0.0	-2
CC(=O)N=c1sc2cc(C)ccc2n1C
 : .	-1	-28	.	-5	.	.	-37
CCOC(=O)NC(=O)C(=CNc1cccc(OC)c1)C(=O)NC(=O)OCC
 : -7	1	.	-1	-6	-4	0.0	-5
O=C(c1ccccc1)c1ccc(C(=O)O)c(C(=O)O)c1
 : 1	1	9	-3	6	-1	-0.1	1
COCCCn1c(=O)cc(C)[nH]c1=S
 : -1	.	.	0	.	1	0.4	7
CCOc1ccc(/C=N/NC(=O)CN2CCCCC2)cc1OCC
 : 0	0	.	1	-6	-2	0.0	2
COc1ccc(O)c(/C=N/c2nc3ccccc3n2C)c1
 : 9	2	1	-4	-13	-6	0.2	13
C[C@@H]1CCCCO[C@H](CN(C)C(=O)Nc2ccccc2)[C@@H](C)CN([C@H](C)CO)C(=O)c2cc(NC(=O)c3ccncc3)ccc2O1
 : -5	-1	2	-2	.	-3	0.1	-11
CC(C)(C)C(=O)OCc1nc(-c2ccc(C(F)(F)F)cc2)cs1
 : 4	-2	-4	0	-14	.	0.0	-13
CCCc1cn(CC[C@@H]2CC[C@@H](NC(=O)Nc3ccccc3F)[C@@H](CO)O2)nn1
 : -4	14	2	-3	11	1	0.1	-14

A portion of the library, so the mix of outcomes need not match the whole.
